C-LANA FP = blocks KSHV LANA C-terminal domain binding to DNA | actives 0.078% (n = 340,000) | inhibition, % at 9 µM | MBP-C-LANA/FAM-LBS DNA binding, fluorescence polarization;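 active = highest replicate inhibition at or above 60% at 9 µM, even if other replicates fall short; inactive = all replicates below 60% inhibition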;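 note: 0% = neutral control wells and 100% = 4 µM acridine orange control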
Pemphigus Ab inh = human desmoglein-3 autoantibody binding inhibition. actives 0.48% (n = 310,000). DSG3-coupled beads, scFv-anti-DSG3-GFP binding, flow cytometry; hits give low values. binding (percent of control), % at 10 µM;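 active = binding more than 3 SD below its plate's average and above zero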;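 note: hits lower antibody fragment binding to DSG3; some compounds called inactive have numbers as strong as hits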
MOR-DOR inv ag = inverse agonists of human mu-delta opioid receptor heterodimerization. P35372+P41143. cell-based MOR-DOR heterodimer luminescence, inverse agonism. inhibition, % at 9.3 µM. actives 0.21% (n = 340,000). AID 504357; in the data active = inhibition above about 22%, passing the limit was not always enough;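 note: 0% = cells with DMSO and 100% = wells without cells with DMSO; values of inactives mirror those of a sister screen read the other way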
Target sequence (P35372 whole entry, looked up): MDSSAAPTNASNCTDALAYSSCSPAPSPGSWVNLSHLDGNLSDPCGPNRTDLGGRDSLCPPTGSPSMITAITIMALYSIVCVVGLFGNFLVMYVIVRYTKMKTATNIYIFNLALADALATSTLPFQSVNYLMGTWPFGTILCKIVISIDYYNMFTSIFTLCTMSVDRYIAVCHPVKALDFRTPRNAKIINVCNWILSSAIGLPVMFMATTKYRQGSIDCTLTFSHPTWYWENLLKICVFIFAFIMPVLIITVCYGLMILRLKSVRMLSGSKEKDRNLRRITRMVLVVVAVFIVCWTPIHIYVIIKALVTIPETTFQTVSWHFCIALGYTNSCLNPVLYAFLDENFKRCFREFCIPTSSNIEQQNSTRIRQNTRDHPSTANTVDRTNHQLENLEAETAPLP
Target sequence (P41143 whole entry, looked up): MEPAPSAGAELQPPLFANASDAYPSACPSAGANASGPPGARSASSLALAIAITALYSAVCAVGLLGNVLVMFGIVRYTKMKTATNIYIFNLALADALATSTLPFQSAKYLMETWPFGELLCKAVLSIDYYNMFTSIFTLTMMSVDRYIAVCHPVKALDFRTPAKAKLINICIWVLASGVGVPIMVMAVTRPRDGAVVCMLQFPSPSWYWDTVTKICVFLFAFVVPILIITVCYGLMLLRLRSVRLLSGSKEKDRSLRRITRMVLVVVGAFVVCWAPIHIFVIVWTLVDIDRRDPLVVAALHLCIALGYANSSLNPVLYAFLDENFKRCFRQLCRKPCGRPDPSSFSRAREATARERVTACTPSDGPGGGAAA
V-ATPase pH = regulators of yeast V-ATPase proton transport; S. cerevisiae, pHLuorin cytosolic pH fluorescence; response, % at 10 µM; actives 0.37% (n = 350,000); in the data active = response mostly above about 7.3%, no sharp cut-off; inactive = mostly below about 5.4%; note: actives read high; inactives centre near 0; some compounds called inactive have numbers as strong as hits; reference of the scale not given here
Arr AP2 block = human beta-arrestin and AP2 interaction inhibition | actives 0.31% (n = 340,000) | AID 504490 | FITC-arrestin peptide / GST-AP2 beads, flow cytometry; AP2 beta2 appendage carries R879A mutation | inhibition, % at 10 µM;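 active = inhibition above a set limit, near 3 SD of compounds lacking own fluorescence, cut at about 54% in these data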;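 note: plate controls were DMSO wells for no effect and 5 µM unlabelled arrestin peptide for full effect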
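Material – GST-tagged AP2 beta2-adaptin appendage (R879A) on 4 µm glutathione beads · Probe or stimulus – fluorescein-tagged arrestin peptide at 50 nM final · Timing – 12 min plus 1 h, RT · Detection – bead flow cytometry, FITC channel · Read-out basis – inhibition as reduced fluorescein signal on beads, percent · Medium – PBS plus Tween 20 (0.05%) and BSA (0.1%)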
RTF Ca sens act = cardiac RTF calcium sensitization | P19429+P45379 | IANBD-labeled TnC RTF fluorescence at EC20 calcium; 0% EC20 calcium, 100% full calcium | activation, % at 7.2 µM | actives 0.24% (n = 340,000);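 active = activation above the mean over all tested compounds plus 3 SD, cut at about 30% in these data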;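 note: rise in fluorescence read as greater calcium sensitivity of cardiac thin filaments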
RTF Ca sens inh = cardiac RTF calcium desensitization; inhibition, % at 7.15 µM; actives 0.12% (n = 340,000); IANBD-labeled cardiac RTF, Ca2+ fluorescence; P19429+P45379;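 active = inhibition above the mean inhibition of all tested compounds plus 3 SD, cut at about 17% in these data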;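 note: assay run at fixed EC70 calcium of 1.6 mM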
Wnt act = activates Wnt/beta-catenin signaling in a reporter cell assay | activator, plate reader | activation, % at 9.35 µM | actives 1.2% (n = 300,000); in the data active = activation above about 30%, passing the limit was not always enough;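 note: 0% = neutral control wells and 100% = positive control wells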
Keap1-Nrf2 PPI = Keap1-Nrf2 (human) interaction inhibition; actives 0.15% (n = 340,000); inhibition, % at 9.4 µM; Q14145; Keap1 Kelch-Nrf2 peptide fluorescence polarization, 1536-well; in the data active = inhibition above about 12%;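 note: human Keap1 Kelch domain with fluorescein labeled Nrf2 9mer peptide probe; 0% = neutral control wells and 100% = peptide positive control; higher means more block of Keap1 binding to Nrf2 peptide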
MOR-DOR ag = OPRM1-OPRD1 heterodimerization agonism; P35372+P41143; cells, luminescence; activation, % at 9.3 µM; actives 0.3% (n = 340,000); AID 504326; in the data active = activation above about 18%;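 note: 0% = vehicle-treated cells and 100% = reference agonist; values of inactives mirror those of a sister screen read the other way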
* hit, by the source's call; . = not tested or not shown.

SMILES	C-LANA FP	Pemphigus Ab inh	MOR-DOR inv ag	V-ATPase pH	Arr AP2 block	RTF Ca sens act	RTF Ca sens inh	Wnt act	Keap1-Nrf2 PPI	MOR-DOR ag
COc1ccc(OC)c([N+](=O)[O-])c1C(N)=O	10	114	-6	-1	14	-5	-5	0	2	1.3
O=C1NCCNC(=O)c2ccccc2OCCOc2ccccc21	0.4	96	0	-1	2	-3	-12	0	-4	0.1
CCCCCCn1c(=O)c(-c2ccccc2)c(O)c2ccccc21	-0.2	109	8	-4	48	0	0	.	5	-1.7
CCCCN1C(=O)C(=O)N(CC(=O)N2CCN(c3ccccc3)CC2)C1=O	-1.3	.	2	-1	0	0	-33	2	5	-0.3
COc1ccc(NC(=O)CN(C)S(=O)(=O)c2ccc3c(c2)CCCN3C(C)=O)cc1	0.5	105	5	3	1	3	-13	0	-6	-0.9
CCn1c(CNc2ccc(Cl)cc2)nnc1SCC(=O)OC1CCCCC1	1.2	90	4	0	8	0	0	.	-3	-0.7
CC1OC(c2ccccc2)OC2COC(c3ccccc3)OC12 (centres undefined)	4.3	-6.5*	-12	3	-12	-1	-2	-3	2	2.3
COc1cc(/C=C2\SC(=O)N(c3ccccc3Cl)C2=O)cc([N+](=O)[O-])c1O	1.4	103	26	2	39	-3	9	0	0	-5.3
CC(=O)N1CCN(S(=O)(=O)c2cccc(C(=O)Nc3nccs3)c2)CC1	0.3	101	18	-2	35	-7	6	-2	1	-3.5
Cc1ccc(COC(=O)Cc2coc3cc(O)ccc23)cc1	1.2	106	-58	4	-6	-5	-2	-2	-2	11
CCC(=O)Nc1cc(NC(=O)CSc2ncc(-c3ccc(F)cc3)n2Cc2ccco2)ccc1C	2.2	103	7	0	7	-4	-12	38*	4	-1.4
O=C(NC1CCN(Cc2ccccc2)CC1)c1ccc(Oc2cc(Cl)cc(Cl)c2)o1	-1.9	113	-9	1	-9	-4	0	-2	-5	1.6
COc1ccc(-c2cn(-c3ccc(Cl)cc3)c3[n+]2CCCCC3)cc1	0.3	104	11	3	-3	1	-2	0	0	-2.3
FC(F)(F)c1cc(-c2ccco2)nc2ncnn12	-1.0	94	17	4	10	-5	7	0	-1	-3.2
O=C(O)c1ccc(NCc2ccc3c(c2)OCO3)cc1	0.3	103	10	0	8	12	-1	4	-3	-1.8
CCOC(=O)N1CCN(C(=O)C2CCCN(S(=O)(=O)c3c(C)cc(C)cc3C)C2)CC1 (centres undefined)	0.9	116	9	-6	19	-2	1	2	5	-1.7
CC(c1ccccn1)N(C)C(=O)c1ccc2nc(Cc3cccc(Cl)c3)oc2c1 (centres undefined)	-0.1	114	3	-1	-18	0	0	-1	-3	-0.5
CS(=O)(=O)c1ccccc1C(=O)Nc1cc(Cl)ccc1-n1cncn1	-0.2	95	11	1	21	-3	-10	-3	0	-1.8
COC(=O)COc1c(Cl)cc(C(c2c(C)[nH][nH]c2=O)c2c(C)[nH][nH]c2=O)cc1OC	-1.8	102	14	-1	8	4	0	-2	-4	-3.0
O=S(=O)(Nc1ccc(O)c(Sc2nc3ccccc3s2)c1)c1ccc(Cl)cc1	-0.1	82	1	-1	12	-15	6	-1	-3	-0.1

In a second layout: entries from further up.
Fields – C-LANA FP, Pemphigus Ab inh, MOR-DOR inv ag, V-ATPase pH, Arr AP2 block, RTF Ca sens act, RTF Ca sens inh, Wnt act, Keap1-Nrf2 PPI, MOR-DOR ag
> COc1ccc(OC)c([N+](=O)[O-])c1C(N)=O
    10, 114, -6, -1, 14, -5, -5, 0, 2, 1.3
> O=C1NCCNC(=O)c2ccccc2OCCOc2ccccc21
    0.4, 96, 0, -1, 2, -3, -12, 0, -4, 0.1
> CCCCCCn1c(=O)c(-c2ccccc2)c(O)c2ccccc21
    -0.2, 109, 8, -4, 48, 0, 0, ., 5, -1.7
> CCCCN1C(=O)C(=O)N(CC(=O)N2CCN(c3ccccc3)CC2)C1=O
    -1.3, ., 2, -1, 0, 0, -33, 2, 5, -0.3
> COc1ccc(NC(=O)CN(C)S(=O)(=O)c2ccc3c(c2)CCCN3C(C)=O)cc1
    0.5, 105, 5, 3, 1, 3, -13, 0, -6, -0.9
> CCn1c(CNc2ccc(Cl)cc2)nnc1SCC(=O)OC1CCCCC1
    1.2, 90, 4, 0, 8, 0, 0, ., -3, -0.7
> CC1OC(c2ccccc2)OC2COC(c3ccccc3)OC12 (centres undefined)
    4.3, -6.5*, -12, 3, -12, -1, -2, -3, 2, 2.3
> COc1cc(/C=C2\SC(=O)N(c3ccccc3Cl)C2=O)cc([N+](=O)[O-])c1O
    1.4, 103, 26, 2, 39, -3, 9, 0, 0, -5.3
> CC(=O)N1CCN(S(=O)(=O)c2cccc(C(=O)Nc3nccs3)c2)CC1
    0.3, 101, 18, -2, 35, -7, 6, -2, 1, -3.5
> Cc1ccc(COC(=O)Cc2coc3cc(O)ccc23)cc1
    1.2, 106, -58, 4, -6, -5, -2, -2, -2, 11
> CCC(=O)Nc1cc(NC(=O)CSc2ncc(-c3ccc(F)cc3)n2Cc2ccco2)ccc1C
    2.2, 103, 7, 0, 7, -4, -12, 38*, 4, -1.4

Next part:
SMILES	C-LANA FP	Pemphigus Ab inh	MOR-DOR inv ag	V-ATPase pH	Arr AP2 block	RTF Ca sens act	RTF Ca sens inh	Wnt act	Keap1-Nrf2 PPI	MOR-DOR ag
COCCN(C(=O)COC(=O)/C=C/c1ccc2c(c1)OCO2)c1c(N)n(Cc2ccccc2)c(=O)[nH]c1=O	0.4	98	3	2	-5	0	2	-2	-3	-0.5
COC(=O)c1c(-c2ccc(OC)cc2)sc2ccc(N3CCOCC3)cc12	-1.0	66*	-7	-1	-6	-1	9	11	-1	1.2
COc1ccc(C(=O)Nc2cccc3c2CCCC3)cc1OC	-0.1	108	-2	0	9	-4	-1	0	1	0.4
Cc1c(/C=N/NC(=O)C(NC(=O)c2ccc3c(c2)OCO3)C(C)C)c2ccccc2n1C (centres undefined)	-0.8	90	-3	-5	6	7	8	-10	-4	0.6
Cc1ccc2[nH]c3c(N4CCN(Cc5ccccc5)CC4)ncnc3c2c1	0.7	108	-7	2	16	-3	-8	.	-2	1.4
Clc1ccc(CSc2nccn2Cc2ccccc2)cc1	0.1	108	-12	1	-6	4	-4	12	-1	2.1
COc1ccc(S(=O)(=O)N2CCOCC2)cc1NC(=O)CSc1cc(C)ccc1C	0.1	106	-5	-8	-2	-9	-5	-1	-4	0.7
CCN1CC=C2C(C1)C(c1ccc(Cl)s1)C(C#N)=C(N)C2(C#N)C#N (centres undefined)	36	.	13	-4	2	30*	-27	1	21*	-2.2
C/C(=N\N=C(N)N)c1ccc(C)c(C)c1	-0.9	102	-8	0	-8	-2	-15	2	-2	1.4
CCOC(=O)C1(CC)NC(c2ccc(N(C)C)cc2)C2C(=O)N(C)C(=O)C21 (centres undefined)	0.9	107	4	7	7	-2	3	.	-1	-0.6
O=C(CN1CCN(C/C=C/c2ccccc2)CC1)Nc1ccccc1C(=O)NC1CC1	4.0	99	12	0	17	-5	-9	-2	1	-2.1
CC(=O)N1CCN(C(=O)COc2ccccc2C(=O)Nc2ccccc2)CC1	-0.2	119	2	4	16	3	-2	-2	-1	-0.4
CC1(C)Cc2c(sc3[nH]c(=S)n(Cc4ccco4)c(=O)c23)CO1	0.3	98	6	3	-1	1	4	-8	4	-1.1
CCOc1ccccc1NC(=O)COC(=O)CC(NC(N)=O)c1ccc(Cl)cc1 (centres undefined)	0.4	87	2	-1	7	-1	-16	-2	3	-0.3
Cc1cc(C(F)(F)F)nn1CC(=O)N1CCCC1	-1.1	.	7	6	2	-4	2	-1	-5	-1.6
C/C(=N\NC(=O)C1CCCN(S(=O)(=O)c2ccccc2)C1)c1cccnc1 (centres undefined)	1.2	102	23	-1	6	4	-8	.	2	-4.2
O=C(N/N=C1/C(=O)c2cccc3cccc1c23)c1ccc(Cl)cc1	3.5	61*	0	3	29	-22	-2	-5	2	0.1
CC(C)c1csc(CN2CCC(CO)(Cc3ccccc3)CC2)n1	-0.9	96	-7	-2	-8	0	-3	4	-4	1.4
CCOC(=O)[C@H]1[C@H]2COc3cc(OC)ccc3[C@@H]2N2C(=O)CN(CCc3c[nH]c4ccccc34)C(=O)[C@@]12C	1.7	115	-6	-1	-1	-7	-16	8	1	0.9
COC(=O)CN(c1ccc(OC)c(OC)c1)S(C)(=O)=O	0.0	82	6	0	10	-5	-6	.	3	-1.1
CC(C)(C)c1ccc(/C=C/C(=O)c2ccc(NC3=NCCCS3)cc2)cc1	-1.7	101	-29	0	-4	-7	-9	-2	-5	5.7
COc1ccc(NC(=O)CSc2nc3c(c(=O)n2-c2ccc(F)cc2)SCC3)c(OC)c1	0.6	.	14	4	-5	-6	-5	1	-2	-3.3
CCC(=O)NNC(=O)CCC(=O)Nc1cccc(Cl)c1C	14	101	15	6	3	5	-2	0	1	-2.9
COc1ccccc1/C=N/N1CCN(c2ccc(Cl)cc2)CC1	0.2	96	-13	-1	-2	-1	-2	-2	-5	2.7
Cc1cccc(NC(=O)CSCC(=O)Nc2ccccc2N2CCCCC2)c1	-1.8	95	-49	0	0	-10	-11	-3	3	7.2
CCc1ccc(-n2c(Cn3nc(C(F)(F)F)cc3C)n[nH]c2=S)cc1	3.5	98	1	2	-1	-7	-6	.	-1	-0.2
COC(=O)CN1C(=O)COc2ccc(Cl)cc21	-1.0	113	19	4	16	-4	-2	-1	-5	-3.8
O=C(N/N=C/c1cc([N+](=O)[O-])ccc1O)/C(=C\c1cccs1)NC(=O)c1ccccc1	1.0	96	5	1	3	-5	-4	-11	3	-1.0
O=C(NCC(=O)N1CCC2(CC1)NCCc1[nH]cnc12)c1ccc(Br)cc1	0.4	94	4	-2	33	-6	3	-1	-3	-0.8
COc1cc(NC(=O)CSc2nc(C)cc(C)n2)cc(OC)c1OC	0.5	105	4	4	-10	0	-1	-2	-2	-0.7
COc1ccc(OCCC(=O)OCC(=O)Nc2cccc(Br)c2)cc1	0.8	98	-20	6	8	2	-9	-5	-2	3.0
CCN1CCN(C(=O)c2nn(-c3ccc(OC)cc3)c(=O)c3c2c2ccccc2n3C)CC1	2.1	87	-4	0	7	-4	0	-4	1	0.6
Cc1ccc2nc(Nc3nc(CSc4nnnn4-c4ccccc4)cc(=O)[nH]3)nc(C)c2c1	-0.9	98	9	2	-4	2	-5	5	-6	-2.1
COc1ccc(CCNC(=O)c2nc3ncccn3n2)cc1OC	1.6	.	4	0	-1	-1	-6	-3	-2	-1.1
CC1CC(=S)Nc2ccccc2N1Cc1ccccc1 (centres undefined)	-0.8	97	1	2	26	6	1	-3	-1	-0.1
O/N=C1\CCCc2nnc3c(c21)CCCC3	-0.6	.	7	0	-2	-4	-24	-2	-2	-1.2
CC(=O)c1c(C)nc2ccc(C)cc2c1-c1ccccc1	0.4	98	20	0	-7	-5	5	-2	-5	-3.8
Cc1cccc(N2CCN(Cc3nc(-c4ccccc4Cl)oc3C)CC2)n1	-1.5	100	-9	4	-9	-5	-13	2	-4	1.2
